CHT block – inhibits the human high affinity choline transporter | Q9GZV3 | 0.86% of 310,000 active | AID 488975 | CHT-expressing cells, membrane potential dye, choline response; stronger effect = lower value | B-score at 10 µM;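 active = B-score over 3 SD under the library average, and starting fluorescence ratio not unusually high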;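 note: choline stimulus applied at its EC90 after an EC20 pre-addition; B-score computed on integrated fluorescence ratio after choline addition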
KCNQ2 block – KCNQ2 channel blockers in CHO-K1 cells – cell-based, FluxOR thallium flux, B-score, primary screen (AID 2156). O88943. 20 min; stronger effect = lower value. B-score at 10 µM. 1.1% of 310,000 active;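 active = fluorescence ratio B-score at most minus 3 library SDs, with starting brightness B-score within 2 library SDs, cut at about -5.5 in these data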
Target sequence (O88943 whole entry, looked up): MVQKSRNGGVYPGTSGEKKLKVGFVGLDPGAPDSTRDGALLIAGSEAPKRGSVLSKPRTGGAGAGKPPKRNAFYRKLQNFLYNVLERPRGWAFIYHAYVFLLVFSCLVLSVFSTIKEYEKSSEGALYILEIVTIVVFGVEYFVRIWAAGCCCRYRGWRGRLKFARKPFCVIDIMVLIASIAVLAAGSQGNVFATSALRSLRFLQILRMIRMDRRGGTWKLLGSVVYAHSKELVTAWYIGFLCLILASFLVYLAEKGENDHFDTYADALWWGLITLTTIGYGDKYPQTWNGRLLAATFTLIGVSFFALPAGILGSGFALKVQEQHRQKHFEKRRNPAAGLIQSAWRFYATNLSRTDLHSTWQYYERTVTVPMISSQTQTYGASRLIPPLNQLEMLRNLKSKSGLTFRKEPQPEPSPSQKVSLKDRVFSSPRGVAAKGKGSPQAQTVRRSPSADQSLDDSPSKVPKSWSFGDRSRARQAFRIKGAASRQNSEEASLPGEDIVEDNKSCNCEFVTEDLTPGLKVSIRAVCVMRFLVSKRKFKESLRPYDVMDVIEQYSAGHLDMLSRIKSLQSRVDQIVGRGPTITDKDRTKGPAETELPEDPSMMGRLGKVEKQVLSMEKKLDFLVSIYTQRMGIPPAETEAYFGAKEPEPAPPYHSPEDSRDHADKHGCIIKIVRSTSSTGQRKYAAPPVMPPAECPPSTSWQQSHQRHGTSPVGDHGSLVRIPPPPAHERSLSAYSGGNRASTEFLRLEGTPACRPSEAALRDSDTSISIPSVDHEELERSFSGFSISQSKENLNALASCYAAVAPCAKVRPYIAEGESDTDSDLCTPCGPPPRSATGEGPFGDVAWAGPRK
Kir21 inh – inhibitors of mouse Kir2.1 inward-rectifier potassium channel | P35561 | HEK293-Kir2.1, FluxOR thallium flux fluorescence; stronger effect = lower value | B-score at 10 µM | 0.85% of 310,000 active | AID 1672;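 active = fluorescence ratio B-score at or below minus 3 SD of library scores, with starting-brightness B-score within 2 SD, cut at about -4.2 in these data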;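 note: channel flux triggered by added potassium and thallium sulfate stimulus; B-score of peak minus minimum fluorescence over baseline after thallium stimulus; more negative B-score means stronger Kir2.1 block with less thallium influx; some compounds called inactive have numbers as strong as hits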
Numbers without * were called inactive; i = inactive.

SMILES | CHT block | KCNQ2 block | Kir21 inh
Cc1cc(NC(=O)CCC(=O)N(c2ccc(F)cc2)C(C(=O)NC2CCCC2)c2ccccc2)no1 (stereo unspecified) | i | i | 0.43
COC(=O)c1ccccc1NC(=O)NN1CCN(C)CC1 | i | i | 0.27
CCOC(=O)c1ccccc1NC(=O)c1cc(S(=O)(=O)N2CCOCC2)ccc1F | i | i | -2.11
COC(=O)c1cc(NC(=O)CCc2c(C)nc3ncnn3c2C)cc(C(=O)OC)c1 | i | i | -0.02
CN1CCC(N(C)S(=O)(=O)c2ccc(NC(=O)COc3ccc(Br)cc3Cl)cc2)CC1 | i | i | -1.82
Cc1nc(N)sc1C(=O)N/N=C/c1c[nH]c2ccccc12 | i | i | 1.16
CC(C)CCNC(=O)C1CC(=O)N(CCc2ccccc2)C1 (stereo unspecified) | i | i | -0.03
C/C=C(/C)C(=O)Nc1cccc(C2=NOC3(C2)C[C@H](C(N)=O)N(C(=O)COc2ccc(Cl)cc2)C3)c1 (stereo partly specified) | i | i | 3.6
O=C(COC(=O)c1cc(-c2ccccc2)nc2ccccc12)NCC1CCCO1 (stereo unspecified) | i | i | 1.4
COCCNC(=S)NC(=O)c1ccc(C(C)(C)C)cc1 | i | i | 3.47
CC(=O)C1=C(O)C(=O)N(c2ccc(O)cc2)C1c1ccccc1[N+](=O)[O-] (stereo unspecified) | i | i | -1.01
O=C(NCc1ccc2c(c1)OCO2)c1cc(-c2ccncc2)nc2ccccc12 | i | i | -0.79
N#C/C(=C\c1c(F)cccc1Cl)S(=O)(=O)c1ccccn1 | i | i | 1.32
Cc1cc(C)nc(NN=C(c2ccccc2)c2ccccc2)n1 | i | i | -0.03
CCOC(=O)C1=C(CS(=O)(=O)c2ccc(C)cc2)NC(=O)NC1c1ccc(O)c(OC)c1 (stereo unspecified) | i | i | -1.83
O=S(=O)(c1ccc(Br)s1)N1CCC2(CC1)OCCO2 | i | i | -0.98
O=C(Nc1nc2ccccc2s1)c1ccc([N+](=O)[O-])o1 | i | i | 0.69
Cc1cccc(OCC(=O)Nc2ccc3c(c2)nc(CN2CCCCC2)n3C)c1 | i | i | -0.88
Cc1cc2cc(CN3C(=O)c4ccccc4C3=O)ccc2[nH]1 | i | i | -0.1
CCN(CC)CCNC(=S)Nc1ccc2nc(N3CCOCC3)cc(C)c2c1 | i | i | 0.23
O=C(Nc1ccccc1Cl)C1CCCN(S(=O)(=O)c2ccc(F)cc2)C1 (stereo unspecified) | i | i | -1.11
CC(NC(=O)CCc1nnc(-c2ccc(-c3ccccc3)cc2)o1)c1nccs1 (stereo unspecified) | i | i | 1.02
CN1CCN(C2=NCCO2)CC1 | i | i | 0.51
CCOc1ccccc1C(=O)NCC(=O)NCCc1ccc(S(N)(=O)=O)cc1 | i | i | 0.8
Cc1ccc(C2C(C#N)=C(N)Oc3cc(C)oc(=O)c32)o1 (stereo unspecified) | i | i | -0.74
O=S(=O)(NCCCN1CCOCC1)c1ccc2ccccc2c1 | i | i | -0.33
COc1ccccc1CCN1CCCC(CN(C)C(=O)CCC(N)=O)C1 (stereo unspecified) | i | i | 0.72
CCN(CC)C(=O)Cn1cnc2sc(C)c(S(=O)(=O)N3CCC(C)CC3)c2c1=O | i | i | -1.56
CC(C)N(CCNCc1nnc(-c2ccccc2)o1)C(C)C | i | i | -0.02
C[C@H](NC(=O)[C@@H]1CSC2c3ccccc3C(=O)N21)C(=O)NCCc1ccc(F)cc1 (stereo partly specified) | i | i | -0.49

Compounds from the list above that have a halogen (8):
SMILES | CHT block | KCNQ2 block | Kir21 inh
Cc1cc(NC(=O)CCC(=O)N(c2ccc(F)cc2)C(C(=O)NC2CCCC2)c2ccccc2)no1 (stereo unspecified) | i | i | 0.43
CCOC(=O)c1ccccc1NC(=O)c1cc(S(=O)(=O)N2CCOCC2)ccc1F | i | i | -2.11
CN1CCC(N(C)S(=O)(=O)c2ccc(NC(=O)COc3ccc(Br)cc3Cl)cc2)CC1 | i | i | -1.82
C/C=C(/C)C(=O)Nc1cccc(C2=NOC3(C2)C[C@H](C(N)=O)N(C(=O)COc2ccc(Cl)cc2)C3)c1 (stereo partly specified) | i | i | 3.6
N#C/C(=C\c1c(F)cccc1Cl)S(=O)(=O)c1ccccn1 | i | i | 1.32
O=S(=O)(c1ccc(Br)s1)N1CCC2(CC1)OCCO2 | i | i | -0.98
O=C(Nc1ccccc1Cl)C1CCCN(S(=O)(=O)c2ccc(F)cc2)C1 (stereo unspecified) | i | i | -1.11
C[C@H](NC(=O)[C@@H]1CSC2c3ccccc3C(=O)N21)C(=O)NCCc1ccc(F)cc1 (stereo partly specified) | i | i | -0.49

Continued:
SMILES | CHT block | KCNQ2 block | Kir21 inh
CC(C)(C)c1ccc(C(=O)NC(=S)Nc2ccc(N3CCOCC3)cc2)cc1 | i | i | 0.47
c1ccc(-c2cc(-c3nc4ccccc4[nH]3)c3ccccc3n2)cc1 | i | i | -0.14
O=C(Nc1ccc2c(c1)OCCO2)C1CCCN(S(=O)(=O)c2cccc3nsnc23)C1 (stereo unspecified) | i | i | 0.69
O=C(N/N=C/c1cccs1)[C@H]1C[C@@H]1c1ccccc1 | i | i | 0.35
CCCCN1C(=O)c2ccc(C(=O)Nc3ccc(C)c(S(=O)(=O)N(C)C)c3)cc2C1=O | i | i | 1.38
CC1(CCCN2C(=O)c3ccccc3C2=O)OCCO1 | i | i | -0.53
Cc1nn(C(CC(=O)O)C(=O)O)c(C)c1Br (stereo unspecified) | i | i | 2.94
CC1Cc2ccccc2N1S(=O)(=O)c1cnc[nH]1 (stereo unspecified) | i | i | -0.43
O=C(Nc1cccc(-c2ccc(N3CCOCC3)nn2)c1)c1ccc(F)cc1F | i | i | -1.46
Cc1cccc(NS(=O)(=O)c2ccc(C(=O)N3CCCC3)cc2)c1C | i | i | 0.17
CC(C)CC(NC(=O)C(CC(C)C)NC(=O)OC(C)(C)C)C(=O)O (stereo unspecified) | i | i | 0.6
Cc1cc(C(F)(F)F)nc(Nc2nc(C)c3ccccc3n2)n1 | i | i | 0.82
N#CCSc1nc2ccccc2c2nc3ccccc3n12 | i | i | -3.78
CC(=O)c1ccc(OCC(C)Oc2ccc(C#N)cc2)cc1 (stereo unspecified) | i | i | 3.28
Cc1ccc(NC(=O)Nc2nnc(-c3ccncc3)s2)cc1 | i | i | 1.47

Reformatted tab-delimited: entries from further up
Compound	CHT block	KCNQ2 block	Kir21 inh
Cc1cc(C(F)(F)F)nc(Nc2nc(C)c3ccccc3n2)n1	i	i	0.82
CC(=O)c1ccc(OCC(C)Oc2ccc(C#N)cc2)cc1 (stereo unspecified)	i	i	3.28

Later entries
SMILES | CHT block | KCNQ2 block | Kir21 inh
COc1cc(OC)c2c(-c3ccccc3)cc(=O)oc2c1C(CCN1CCCC(C)C1)c1ccc2c(c1)OCO2 (stereo unspecified) | i | i | -2.73
COc1ccccc1NC(=O)Nc1ccncc1 | i | i | 1.96
O=C(c1cc(-c2ccc(Cl)cc2Cl)on1)N1CCOCC1 | i | i | -0.91
Cc1ccc(C)c(CSCc2nc3ccccc3[nH]2)c1 | i | i | -8.43*
C=CCN(C(=O)Cn1nnc2ccccc21)C(C(=O)NCCOC)c1ccc(OC)cc1OC (stereo unspecified) | i | i | 0.42
Cc1cccc(CC(C)NC(=O)c2cc(COc3ccc(F)cc3F)on2)n1 (stereo unspecified) | i | i | -0.02
COc1ccc(NC(=O)Nc2ccc(F)cc2)cn1 | i | i | 0.84
COCCCN1CN(S(=O)(=O)c2ccc(Cl)cc2)c2nc3ccccc3nc21 | i | i | -1.9
CCC(CC)C(=O)Nc1nnc(CCc2ccccc2)s1 | i | i | 0.6
Cc1ccc(C2(C)NC(=O)N(CC(=O)N(Cc3ccccc3)C(C)(C)C)C2=O)cc1 (stereo unspecified) | i | i | -0.67
CCCCn1c(SCC(=O)O)nc2ccccc21 | i | i | -0.7
O=C(Nc1cc([N+](=O)[O-])ccc1N1CCOCC1)c1ccco1 | i | i | -1.64
CCOc1ccc(-n2c(-c3ccccc3)nnc2-c2ccccc2)cc1 | i | i | 1.45
CCN(CC(=O)Nc1ccc(OC)cc1)C(=O)c1ccc2c(c1)NC(=O)C(C)S2 (stereo unspecified) | i | i | -0.34
CC1CC(C)CN(CCCNC(=O)c2ccc(CS(=O)(=O)Cc3ccccc3F)o2)C1 (stereo unspecified) | i | i | -1.43
O=C1CCCC2=C1C(c1cccs1)Nc1ccccc1N2 (stereo unspecified) | i | i | -0.05
O=C(Nc1ccc2cn[nH]c2c1)c1ccccc1F | i | i | -0.09
CS(=O)(=O)c1cccc(C(=O)N(CCc2ccccc2)Cc2cccs2)c1 | i | i | -0.25
COc1ccc(/C=C/C(=O)NC(=S)N2CCOCC2)cc1 | i | i | 0.12
O=C1/C(=C/c2ccc3c(c2)OCO3)CCC/C1=C\c1ccc2c(c1)OCO2 | i | i | 0.52
Cc1nn(-c2ccccc2)c(C)c1/C=N\N1CCN(c2ccc(Cl)cc2)CC1 | i | i | -1.17
COc1ccc(C(=O)N/C(=C\c2cn(S(=O)(=O)N(C)C)c3ccccc23)C(=O)NC(C)C)cc1 | i | i | -0.28
CC(=O)Oc1cccc(C2C3=C(CC(C)(C)CC3=O)Nc3ccccc3N2C(C)=O)c1 (stereo unspecified) | i | i | -3.11
CSCCC(NS(=O)(=O)c1ccc2[nH]c(=O)c(=O)[nH]c2c1)C(=O)O (stereo unspecified) | i | i | 1.13
Cc1ccc2nc(C)cc(Nc3ccc4c(c3)OCCO4)c2c1 | i | i | -3
Cc1ccc(CS(=O)(=O)Cc2ccc(C(=O)NCCCN3CC(C)CC(C)C3)o2)cc1 (stereo unspecified) | i | i | -2.01
O=C(NCc1ccccc1)C(=O)c1cn(CC(=O)N2CCOCC2)c2ccccc12 | i | i | -0.06
CN(CC(=O)N1CC=C(c2ccccc2)CC1)S(=O)(=O)c1ccc2c(c1)c(=O)n(C)c(=O)n2C | i | i | -0.04
Cc1cc(C)cc(NC(=O)Nc2ccc(N3CCCCC3)cc2)c1 | i | i | 0.03
O=C1c2ccccc2C(O)N1Cc1ccccc1 (stereo unspecified) | i | i | -0.08

Shown in markdown: 2 of the compounds above
| SMILES | CHT block | KCNQ2 block | Kir21 inh |
| --- | --- | --- | --- |
| CS(=O)(=O)c1cccc(C(=O)N(CCc2ccccc2)Cc2cccs2)c1 | i | i | -0.25 |
| COc1ccc(/C=C/C(=O)NC(=S)N2CCOCC2)cc1 | i | i | 0.12 |

Remaining list, next part.
SMILES | CHT block | KCNQ2 block | Kir21 inh
CCOC(=O)C(NCc1ccco1)(NC(=O)c1ccccc1)C(F)(F)F (stereo unspecified) | i | i | 0.72
COc1cccc(C(=O)NNC(=O)C(=O)Nc2cccc(Cl)c2C)c1 | i | i | 1.23
Cc1ccccc1NCN1C(=O)C2C3C=CC(C3)C2C1=O (stereo unspecified) | i | i | 0.31
CCOc1ccc(-c2cc(CCCC(=O)NCCCOC)no2)cc1 | i | i | -0.36
COc1ccc(CN(C)C(=O)c2cnc(C)cn2)c(OC)c1OC | i | i | -1.37
O=c1cc(CO)oc(CN2CCN(c3ccccc3F)CC2)c1O | i | i | 0.41
O=C(NCc1ccccn1)Nc1ccc(F)c(Cl)c1 | i | i | 0.81
Cc1ccc(S(=O)(=O)NC2CC(C)(C)NC(C)(C)C2)cc1C | i | i | -0.01
COc1ccc(NC(=O)CSc2n[nH]c(N)n2)c([N+](=O)[O-])c1 | i | i | -0.2
CCCCCC(=O)N1CC2(CC(c3cccc(NC(=O)COc4ccc(Cl)cc4)c3)=NO2)C[C@@H]1C(N)=O (stereo partly specified) | i | i | 0.14
CCOC(=O)C1(CC2CCCCO2)CCN(C(=O)Nc2ccc(C)c(C)c2)CC1 (stereo unspecified) | i | i | -0.9
COc1cccc(Cn2cccc(NC(=O)NC3CCCCC3)c2=O)c1 | i | i | 0.89
CCOc1ccccc1NC(=O)NCCN1CCCCC1 | i | i | 2.2
COc1ccc(CCNC(=O)CN(c2ccccc2OC)S(C)(=O)=O)cc1 | i | i | -1.17
CCCCc1nnc(NC(=O)CN(C)S(=O)(=O)c2ccc(C)cc2)s1 | i | i | -0.44
CC(=O)NC(=S)Nc1cccc2c(C)cc(C)nc12 | i | i | 0.3
CCCCONc1ncnc2nonc12 | i | i | 0.07
COc1ccc(NC(=O)c2ccc(C(=O)Nc3ccc(OC)cc3OC)cc2)c(OC)c1 | i | i | 1.76
COc1cc(OC)cc(C(=O)NNC(=O)CNC(=O)c2ccc(Br)o2)c1 | i | i | 0.31
CN(C)c1cccc(NC(=O)c2cccc3ccccc23)c1 | i | i | 0.51
Cc1cc(O)c(C2(C(F)(F)F)NCCNC2=O)cc1C (stereo unspecified) | i | i | 1.59
CC(=O)Oc1ccc(C23CC4CC(CC(C4)C2)C3)cc1C(=O)O | i | i | -0.59
CN(C(=O)C(C)(C)C)c1ccc(OCC(=O)N2CCc3ccccc3C2)cc1 | i | i | -1.74
CC1(C)Oc2ccc3ccc(=O)oc3c2C(/C=N/O)=C1Cl | i | i | -0.93
O=C1c2cccc3cccc(c23)C(=O)N1CCN1CCN(C(=S)Nc2ccccc2)CC1 | i | i | -1.06
Cc1ccc(S(=O)(=O)CCC(=O)OCc2ccccc2)cc1 | i | i | 1.36
CCOC(=O)C1(CC/C(C)=N\NC(N)=O)CC(C)(C)OC1=O (stereo unspecified) | i | i | 0.11
Cc1c2c(n3c(nc4ccccc43)c1C#N)N(CCCN(C)C)CC2 | i | i | -2.87
Nc1nnc(SCC(=O)c2ccc([N+](=O)[O-])cc2)s1 | i | i | 0.76
Cc1cccc(NC(=S)NNC(=O)c2csc3c2CCC(C)C3)c1 (stereo unspecified) | i | i | -1.31
CCC1Oc2ccc(C)cc2N(CC(=O)NCCCN2CCCCC2C)C1=O (stereo unspecified) | i | i | 1.4
